Screens as filed in PubChem.
3CLpro inhibitor: SARS-CoV 3CLpro protease inhibition. actives 0.14% (n = 290,000). recombinant SARS-CoV 3CLpro, quenched FRET peptide cleavage. P0C6X7. AID 1706. inhibition, % at 6 µM; in the data active = inhibition above about 12%
PrPC surface inh: reduces human prion protein on the cell surface; cell surface PrPC, TR-FRET read-out; P04156; actives 0.43% (n = 370,000); inhibition, % at 13.8 µM; in the data active = inhibition above about 24%; note: 0% = median of the test wells and 100% = reference compound wells
Yp Topo-I inh: inhibitors of Yersinia pestis topoisomerase I. actives 0.064% (n = 360,000). activity, % at 10 µM. Y. pestis Topo-I cleavage product accumulation, plate reader; in the data active = activity above about 50%, passing the limit was not always enough; inconclusive = no clear call, values can overlap the other calls; note: inactives centre near 2
BoNT-A LC inh2: BoNT A light chain protease inhibition | multiplex microsphere protease substrate cleavage, flow cytometry | inhibition, % at 10 µM | actives 0.17% (n = 360,000) | AID 588499; note: plate controls were buffer without enzyme for full effect and enzyme alone for no effect
Anthrax LF prot: anthrax lethal factor protease inhibition; multiplex microsphere protease cleavage assay, LF; actives 0.12% (n = 360,000); P15917; inhibition, % at 10 µM; note: plate controls were buffer without enzyme for full effect and enzyme alone for no effect
Vc quorum ag: quorum light induction in luxS cqsA deficient V. cholerae. V. cholerae BH1578 lux reporter, luminescence, 6 h. activation, % at 18.7 µM. actives 0.16% (n = 350,000). AID 588436; in the data active = activation mostly above about 9.7%, no sharp cut-off; inconclusive = no clear call, values can overlap the other calls; inactive = mostly below about 3.7%; note: not every result past the cut was called active; inactives centre near 0; reference of the scale not given here
SSB-PriA inh: blocks PriA binding to SSB C-terminal tail; AlphaScreen SSBct-PriA binding, biotinylated peptide; inhibition, % at 33 µM; actives 0.6% (n = 430,000); AID 1272365; in the data active = inhibition mostly above about 37%, no sharp cut-off; inactive = mostly below about 20%;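 note: plate controls were negative control peptide for no effect and reference peptide for full effect; strong numbers were not always called active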
PfHsp40 rescue: restores yeast growth despite PfHsp40 toxicity; growth rescue, % at 12.5 µM; actives 0.68% (n = 340,000); S. cerevisiae expressing PfHsp40, growth rescue, ATP luminescence; in the data active = growth rescue above about 28%, passing the limit was not always enough; inconclusive = no clear call, values can overlap the other calls;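 note: yeast W303a lacking pdr1 and pdr3 grown in galactose medium; growth measured after three days at 30 °C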
TcdB GH inh: TcdB glycohydrolase inhibition; P18177; TcdB glycohydrolase enzymatic assay, plate reader; inhibition, % at 9.99 µM; actives 0.24% (n = 350,000); in the data active = inhibition above about 10%
Starred values were filed as active, the others as inactive; i = inactive; ? = inconclusive; · = not tested or not shown; & = joins results of further samples. Cut-off read from the data, not from the text of the source, unless noted: active = inhibition above about 30%; inconclusive = no clear call, values can overlap the other calls; inactive = below that. A portion of the library, so the mix of outcomes need not match the whole.

SMILES	3CLpro inhibitor	PrPC surface inh	Yp Topo-I inh	BoNT-A LC inh2	Anthrax LF prot	Vc quorum ag	SSB-PriA inh	PfHsp40 rescue	TcdB GH inh
Cc1cccc(NC(=O)c2cc3c(=O)n4ccccc4nc3n(CC(C)C)c2=N)c1	-6	-19	2	-0.5	2	-0.2	-6	-0.9	1.0
CCC1CCCCN1CCCNC(=O)CCCOc1cc(=O)n(C)c2ccccc12 (stereo not given)	-1	5	-1	0.1	1	-0.5	-8	-1.5	-9.2
Cc1nc(-[n+]2nc(-c3ccncc3)nn2-c2ccccc2)sc1C	·	-3	·	-1.0	-22	·	·	·	-0.5
CCC(=O)Nc1ccc(Cl)c(NC(=S)NC(C)=O)c1	1	0	-2	-0.7	-3	-0.3	-6	1.8	0.5
Cc1ccccc1CN1C(=O)C(O)(CC(=O)c2ccncc2)c2ccccc21 (stereo not given)	3	-4	0	0.7	-4	-0.3	-10	7.3	·
CCOC(=O)C1(CC2CC2)CCN(Cc2cn(C)c3ccccc23)CC1	1	9	5	-0.6	0	-0.3	1	0.8	-1.4
COc1cccc(C(=O)NC2CCN(CC(=O)NCc3ccccc3F)CC2)c1	2	-3	5	-3.4	-2	-0.2	-6	0.1	0.3
Cc1cccc(NC(=O)/C(C#N)=C/c2ccccc2Cl)n1	4	-5	-5	0.3	-3	-1.5	-18	-0.6	0.0
Cc1ccc(C(=O)c2c3ccc(N)cc3nn2CCC(N)=O)cc1	-12	3	-13	1.6	-14	-0.6	10	0.1	-0.6
COc1ccc(Cl)cc1NC(=O)CN1CCN(S(=O)(=O)N2CCC(C)CC2)CC1	4	-4	19	-0.2	7	-0.3	8&-1	1.1	-1.1
COC(=O)C1CC(C(=O)OC)C2C(C(=O)OC)CC(C(=O)OC)C12 (stereo not given)	·	-3	4	-0.6	0	i	-6	-0.3	1.4
Cc1ccc(NC2=C(Cl)C(=O)c3ccccc3C2=O)cc1	-4	-6	-11	-1.8	1	-2.4	11	-0.5	0.7
CN(C)c1cccc(C(=O)NCc2ccccc2Cl)c1	1	-1	-1	-0.4	0	-0.4	6	0.4	0.4
CCCCc1c(C)nc2nc(SCc3ccc(Cl)cc3)[nH]n2c1=O	3	10	9	-1.4	-5	i	2	-1.4	-0.3
CNC(=O)NC(=O)COC(=O)c1ccccc1OCc1ccccc1	0	2	-12	0.2	-1	-0.5	0	-0.6	6.6
COc1ccc(OC)c(NC(=O)COC(=O)/C=C/c2ccco2)c1	·	3	12	·	·	i	5	0.0	-4.7
CCOC(=O)N1CCN(Cc2cn3ccccc3n2)CC1	4	-3	-3	0.1	-3	i	6	1.9	·
CC1(C)C=C2[C@H]3CC[C@@H]4[C@@]5(C)CCC(=O)C(C)(C)[C@@H]5CC[C@@]4(C)[C@]3(C)CC[C@@]2(C(=O)O)CC1	2	-4	14	0.1	2	i	3	-0.3	-0.6
Cc1ccsc1/C=N\NC(=O)Cn1nnc2ccccc21	7	-4	4	-1.3	-1	-0.3	·	-0.5	·
N#Cc1ccc(C(=O)N(Cc2ccccc2)c2ccccc2)cc1	1	-2	16	0.7	0	-0.3	3	-0.8	-5.5
CC(=O)Nc1ccc(S(=O)(=O)Nc2ccc(S(=O)(=O)Nc3ncccn3)cc2)cc1	7	2	-6	-2.4	-2	-0.5	4	0.0	1.5
COc1ccc(-c2cc(C(=O)N3CCCCCC3)c3ccccc3n2)cc1	·	8	25	1.1	0	-2.4	-5	-0.7	0.2
Oc1ccc2ccccc2c1/C=N/c1nc2c(s1)CCCC2	4	2	1	0.3	-3	·	·	-0.4	·
CCc1ccc(OCC(=O)NNC(=O)CSc2ncnc3sc(C)c(C)c23)cc1	-1	0	2	-0.9	-1	-0.5	-5	-0.5	·
Cc1nc2sc(-c3ccccc3)nn2c(=O)c1Br	2	6	-2	0.8	-4	-0.3	3	-0.1	-2.4
(next part)
SMILES	3CLpro inhibitor	PrPC surface inh	Yp Topo-I inh	BoNT-A LC inh2	Anthrax LF prot	Vc quorum ag	SSB-PriA inh	PfHsp40 rescue	TcdB GH inh
CCCn1c(=O)c2c(C(F)(F)F)cc(-c3cccs3)nc2n(CCC)c1=O	0	-3	-3	0.0	-2	0.1	-29	-0.1	0.9
CCc1ccc(-c2cn3nc(C)c(C)nc3n2)cc1	-1	-27	8	2.6	?	-0.4	5	-1.9	·
COC(=O)C1=CN(c2ccc(F)cc2)C=C(C(=O)OC)C1c1cccc(Br)c1	3	4	5	-2.2	0	0.8	-17	-1.4	0.0
CCOC(=O)c1[nH]c(CSc2nnnn2-c2ccccc2C)c(C(=O)OCC)c1C	4	-1	34	-0.1	-3	-0.3	-2	-0.8	·
O=C(NC1CCCC1)C(=O)N(Cc1cccnc1)C(C(=O)NC1CCCC1)c1ccco1 (stereo not given)	-4	-1	0	-0.2	-5	i	-4	-1.2	0.9
CCOc1ccc(C2=C(C=C(C#N)C#N)C(c3ccccc3)c3ccccc3O2)cc1 (stereo not given)	8	-4	3	0.0	0	-0.3	-19	0.8	0.9
Cn1nc(C(F)(F)F)c(-c2cccc(C(F)(F)F)c2)c1NC(=O)c1cccnc1	7	-6	-14	·	·	-0.4	-7	-0.6	4.8
COc1ccc(-c2ccc3c(c2)S(=O)(=O)c2cccc(C(=O)NCc4cccc(OC(F)(F)F)c4)c2C3=O)cc1OC	·	·	0	1.1	1	i	3	0.4	·
O=C(COC(=O)c1cccs1)NCC1CCCO1 (stereo not given)	1	1	1	0.0	4	i	-9	-1.3	·
O=C(CN1C(=O)c2cccc3cccc(c23)C1=O)N1CCCCCC1	6	-39	18	4.6	-3	-0.2	-32	-1.9	2.0
COc1cccc(-c2ncc3ccccc3c2COC(=O)c2ccc(C(F)(F)F)cc2)c1	·	3	4	-0.2	1	1.1	-22	-0.8	0.9
CC(Sc1ncc(C(F)(F)F)cc1Cl)C(=O)NCC1CCCO1 (stereo not given)	4	3	1	-0.2	-3	-0.3	8	-0.1	0.3
COC(=O)CC1C(=O)NCCN1C(=O)c1ccc(Cl)cc1 (stereo not given)	0	2	0	-1.6	0	-0.2	16	-1.3	-0.8
O=C1COc2ccc(C(=O)COC(=O)c3cnc(Cl)c(Cl)c3)cc2N1	2	-1	14	0.3	-1	i	-23	-0.4	2.4
CCOC(=O)c1ccc2c(c1)N(C)C(=O)c1ccccc1S2	1	·	-8	-0.3	4	-1.9	0	-0.6	-1.7
CCOP(=S)(OCC)N1CC1	·	-3	-7	0.0	0	-2.7	2	-0.7	-1.1
COC(=O)c1ccccc1Sc1snnc1C	0	5	1	-1.2	5	i	-16	0.6	0.1
COCCn1c(SCC(=O)Nc2ccc(OC)c(S(N)(=O)=O)c2)nc2ccccc21	2	11	9	-0.8	-5	i	-6	0.3	0.2
COc1ccccc1N1CCN(C(=O)/C=C/c2cccc([N+](=O)[O-])c2)CC1	2	-13	12	1.0	2	-0.4	10	-0.5	0.8
CCOC(=O)C1CCCN(C(=O)c2ccc3c(=O)n(CCOC)c(=S)[nH]c3c2)C1 (stereo not given)	0	0	6	0.6	-1	-0.2	-21	0.4	·
CCOC(=O)C1=C(N)Oc2c(c(=O)[nH]c3ccccc23)C1c1ccccc1 (stereo not given)	1	-5	1	0.3	-3	i	-9	2.3	·
CC(C(=O)Nc1ccc(Br)cc1C(=O)c1ccccc1)N1CCOCC1 (stereo not given)	1	5	31	1.6	6	i	2	-0.1	·
CC(C)(C)n1c(O)c2ccc(C(=O)N=NC(=O)c3ccccc3)cc2c1O	-6	-8	-1	-2.1	-4	-0.7	-3	1.6	0.0
O=c1[nH]c(=S)[nH]c2c1C(c1ccc(Cl)cc1)OC(CCc1ccccc1)C2 (stereo not given)	·	-2	·	-0.4	-2	·	·	·	-2.5
O=C(CC1NC2CCCCC2NC1=O)Nc1ccc2c(c1)OCO2 (stereo not given)	-6	2	-5	-0.6	-8	-0.3	-25	3.3	·

For reference, 2 of the compounds above:
SMILES	3CLpro inhibitor	PrPC surface inh	Yp Topo-I inh	BoNT-A LC inh2	Anthrax LF prot	Vc quorum ag	SSB-PriA inh	PfHsp40 rescue	TcdB GH inh
O=c1[nH]c(=S)[nH]c2c1C(c1ccc(Cl)cc1)OC(CCc1ccccc1)C2 (stereo not given)	·	-2	·	-0.4	-2	·	·	·	-2.5
O=C(CC1NC2CCCCC2NC1=O)Nc1ccc2c(c1)OCO2 (stereo not given)	-6	2	-5	-0.6	-8	-0.3	-25	3.3	·

Carrying on:
SMILES	3CLpro inhibitor	PrPC surface inh	Yp Topo-I inh	BoNT-A LC inh2	Anthrax LF prot	Vc quorum ag	SSB-PriA inh	PfHsp40 rescue	TcdB GH inh
O=c1[nH]n(-c2ccc(F)cc2)c2ncccc12	2	-2	3	-0.6	-10	-0.3	-4	-0.3	·
CCN(C[C@H]1N[C@@](Cc2ccccc2)(C(=O)OC)[C@H]2C(=O)N(Cc3ccccc3)C(=O)[C@@H]12)C(=O)C1CCCCC1	·	9	9	-0.3	2	-1.1	-5	-0.9	-9.6
CCOc1cc(CNCc2ccncc2)cc(Br)c1OCc1ccc(F)cc1	-2	13	34	-1.1	-5	-0.2	-4	-0.6	·
Cc1cccc(C)c1NC(=O)CS(=O)CC(=O)NCCCc1ccccc1 (stereo not given)	-6	2	-7	-0.1	-2	-5.9	1	0.0	0.4
Cc1ccsc1/C=N/Nc1cccc(C(=O)O)c1	2	-3	3	-0.3	-3	-3.6	·	1.9	0.4
CCOc1ccccc1NC(=O)CSc1nc2ccccc2nc1N1CCCC1	1	10	22	17	24	-0.3	-30	-1.0	-0.4
COc1ccc(CNc2cc(C)ccn2)c(O)c1	-5	10	-3	-1.1	12	i	-2	0.3	1.2
O=C(COC(=O)Cc1cccs1)NCc1ccc(F)cc1	3	1	2	-3.8	2	i	-6	-0.4	0.1
O=C(NCCc1ccccc1)c1noc2c1CCCCC2	2	9	6	2.9	0	-0.8	-17	10	·
Cc1ccc(C(=O)/C=C\Nc2ccc(C)c(C)c2)cc1	0	-2	2	0.0	-1	-0.1	·	1.3	·
Cn1c(-c2ccncc2)nc2ccccc21	-5	0	5	-1.3	-10	i	-16	4.4	-0.2
CC(=O)c1cc(F)c(N2CCOCC2)cc1C	-2	0	8	-1.0	-1	-2.5	-7	0.6	·
COC(=O)c1cc(S(=O)(=O)N2CCCC2)c(Cl)cc1Cl	-5	-2	2	2.1	-26	-0.4	-14	-0.5	0.8
O=C(C/C(=N/O)c1ccccc1O)C(F)F	0	4	-6	0.5	0	i	·	0.9	·
O=C(c1ccccc1)c1ccc(OCCCCN2CCCCC2)cc1	7	-9	6	0.1	-3	i	1	-0.7	2.0
COc1cc(C)ccc1S(=O)(=O)NC(=O)C1(C)CCN1C(=O)Cc1ccccc1Cl (stereo not given)	·	5	2	0.2	-8	-1.3	·	·	-0.4
CN1CCN(C(=O)C2CCCN(S(=O)(=O)c3ccc(Br)cc3)C2)CC1 (stereo not given)	-11	-1	4	1.9	-1	0.5	-17	0.2	1.0
O=C1CCC(C(=O)N2CCN(c3cnccn3)CC2)CN1CCc1cccc(F)c1 (stereo not given)	-2	-7	3	3.4	-2	i	-6	-0.5	-0.3
Cc1cc(C=C(C#N)C#N)c(C)n1-c1ccccc1	-2	3	4	0.3	1	i	-9	-0.7	·
COc1cccc(CNc2ccc([N+](=O)[O-])cc2Cl)c1O	1	-8	-11	-0.5	-4	-0.3	7	8.7	3.0
CCN(c1ccccc1C)S(=O)(=O)c1nnc(NC(=O)c2ccco2)s1	5	11	-9	0.4	3	-3.9	-8	1.6	1.0
CNc1nn(-c2cccc(Cl)c2)nc1N	2	-1	1	0.6	-3	7.4	28	-1.9	·
COc1ccc(C(=O)OCC(=O)NC2CCCC2)c(OC)c1	-2	-2	2	-0.6	-11	9.2	-10	0.3	-0.5
COCCN1CCn2c(nc3cc(NC(=O)Cn4nc(C)c5ccccc5c4=O)ccc32)C1	0	-10	8	1.4	-5	-0.5	-2	-2.1	0.5
COc1ccc(-c2csc(C(O)c3ccc(F)cc3)n2)cc1OC (stereo not given)	·	-5	-3	-0.5	-4	-0.8	·	·	0.7

Just Anthrax LF prot and 3CLpro inhibitor, for some of the entries so far:
molecule,Anthrax LF prot,3CLpro inhibitor
COC(=O)CC1C(=O)NCCN1C(=O)c1ccc(Cl)cc1 (stereo not given),0,0
O=C1COc2ccc(C(=O)COC(=O)c3cnc(Cl)c(Cl)c3)cc2N1,-1,2
